High-throughput results deposited in PubChem BioAssay by Broad Institute.
PAX8 reporter: lowers PAX8-driven luciferase in RMG-I cells; RMG-I TPO-luciferase reporter, SteadyGlo, 24 h; inhibition, % at 12.6 µM; 1.2% of 360,000 active; AID 652154;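 active = mean replicate inhibition at least 60% with every replicate also reaching 60%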;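 also: luciferase light reporting Pax8 driven TPO promoter activity; plate controls were median of neutral control wells for no effect and mitoxantrone controls for full effect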
LGR2 inh: blocks bursicon-induced cAMP signaling via Drosophila LGR2 | HEK293 LGR2, CRE-luciferase, bursicon-stimulated, 4 h | inhibition, % at 9.99 µM | 0.35% of 380,000 active | AID 720647;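 active = drop in luminescence signal, shown as inhibition above about 50% in the replicate tests, limit read from the data, passing the limit was not always enough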;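 also: agonist challenge used bursicon conditioned medium at about half maximal strength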
* marks the source's active call; other numbers are inactive results; . = no result given. Some of the compounds tested; count on the stated rates, not on these rows.

SMILES	PAX8 reporter	LGR2 inh
CC(=O)c1ccc(N2CCN(C(=O)c3ccco3)C(C)C2)c(F)c1 (stereo unspecified)	1	.
Cc1c(Cl)cccc1NC(=S)N1CCN(Cc2ccccc2)CC1	5	.
O=C(O)CS(=O)(=O)c1ccc(Oc2ccc(S(=O)(=O)CC(=O)O)cc2)cc1	0	.
O=C(NCc1ccccc1)c1cccc(COc2ccc(Cl)cc2)c1	-103	.
Cc1noc(C)c1S(=O)(=O)N(CCc1ccccc1)Cc1ccccc1	8	.
O=C(OCc1cc(Cl)ccc1OC(F)F)c1cc(S(=O)(=O)O)ccc1O	9	.
CCCCC(=O)Nc1ccc(NC(=O)c2cccnc2)cn1	6	.
COc1ccc(S(=O)(=O)N2CCN(S(=O)(=O)c3ccc(C(F)(F)F)cc3)CC2)cc1C	9	.
O=C(O)c1cccc(N2C(=O)c3cccnc3C2=O)c1	16	.
COC(=O)CCCCCc1ccc(C(C)=O)s1	-5	.
COCCn1nnnc1C(c1cc2cc(C)ccc2[nH]c1=O)N1CCc2ccccc21 (stereo unspecified)	8	.
CCCN(CCC)CC(=O)NCC1(c2ccccc2)CCOCC1	6	.
CCOc1ccc(-c2nc(C#N)c(NCC3CCCO3)o2)cc1 (stereo unspecified)	-13	.
COc1ccccc1NC(=O)CN(Cc1ccccc1)S(C)(=O)=O	4	.
O=C(CN(c1ccc(F)cc1)S(=O)(=O)c1ccc2c(c1)OCCO2)Nc1ccc2c(c1)OCO2	-1	.
CCOC(=O)N1CCC(N2Cc3cccc(C(=O)NCc4ccccc4OC)c3C2=O)CC1	5	.
COc1cccc(NC(=O)Cc2nnc(SCC(=O)NC(C)c3ccccc3)n2C)c1 (stereo unspecified)	17	.
CCN1CCN(C(=O)CCN2C(=O)COc3ccc(C)cc32)CC1	20	.
CCOC(=O)c1ccc(NC(=O)Nc2ccc(F)cc2)cc1	-47	.
COc1ccccc1OCc1nc(C#N)c(N2CCC(C(N)=O)CC2)o1	-28	.
Cc1cc2c(s1)c1cnn(CC(=O)NCCc3ccccc3)c(=O)c1n2C	8	.
COCCCNC(=O)c1cn(Cc2c(F)cccc2Cl)nn1	-3	.
CCOC(=O)c1c(NC(=O)CSc2nnc(-c3cccnc3)n2Cc2ccco2)sc(C)c1C	18	.
Cc1ccc(NC(=O)N2CCCC2C(=O)NCCC2=CCCCC2)cc1 (stereo unspecified)	-5	.
COc1ccc(OC)c(C(=O)c2oc3ccccc3c2NC(C)=O)c1	11	.

Pulled one by one from above (4):
SMILES	PAX8 reporter	LGR2 inh
O=C(CN(c1ccc(F)cc1)S(=O)(=O)c1ccc2c(c1)OCCO2)Nc1ccc2c(c1)OCO2	-1	.
COCCn1nnnc1C(c1cc2cc(C)ccc2[nH]c1=O)N1CCc2ccccc21 (stereo unspecified)	8	.
Cc1noc(C)c1S(=O)(=O)N(CCc1ccccc1)Cc1ccccc1	8	.
Cc1cc2c(s1)c1cnn(CC(=O)NCCc3ccccc3)c(=O)c1n2C	8	.

Next results.
SMILES	PAX8 reporter	LGR2 inh
CC(C)N1CC=C2C(C#N)=C(N)C(C#N)(C#N)C(c3ccccc3)C2C1 (stereo unspecified)	44	.
Cc1ccc(-c2cc3nc(-c4ccccc4)cc(N)n3n2)cc1	-185	.
Cc1ccc(CNc2ncnc3c2cnn3-c2ccccc2)cc1	-12	.
CCOC(=O)C(C)c1n[nH]c(=O)c2ccccc12 (stereo unspecified)	18	.
COCc1[nH]nc2c1C(c1ccc(OC)cc1)C(C#N)=C(N)O2 (stereo unspecified)	-7	.
COc1ccccc1N1CC(C(=O)OC(C)C(=O)N2CCCc3ccccc32)CC1=O (stereo unspecified)	-51	.
CCOc1ccccc1OCCCCCc1c(C)n[nH]c1C	-14	.
CCOC(=O)c1nnn(CC(=O)Nc2cccc(Cl)c2C)c1C(=O)OCC	4	.
Cc1cc2n(n1)SC(Nc1ccc(F)cc1)N2 (stereo unspecified)	-30	.
CCCCCCn1c(N2CCN(c3ccccc3)CC2)nc2c1c(=O)n(C)c(=O)n2C	19	.
Cc1cc(C)n(CC(=O)n2nc(C)cc2C)n1	-14	.
Nc1nc2n(n1)C(c1cccs1)CC(c1ccc(F)cc1)N2 (stereo unspecified)	-9	.
OC(COC1CCCCC1)CN1CCN(c2ccccc2)CC1 (stereo unspecified)	-17	.
CCn1c(C(=O)OC)cc2c1ccn2-c1ccc(F)cc1	-284	.
CC1CN(C2CCCCC2)c2nc3c(c(=O)n(C)c(=O)n3C)n2C1 (stereo unspecified)	-6	.
Cc1cc(C(=O)OCC(=O)N2CCN(c3ccccc3)CC2)c2ccccc2n1	10	.
COc1ccccc1OCC(=O)OCC(=O)NCCN1C(=O)CSC1=O	-5	.
CCN1CCc2c(C#N)c(N3CCOCC3)nc(NCCO)c2C1	26	.
COC(=O)c1ccc(N2CCN(C)CC2)c(NC(=O)COc2ccc(OC)cc2)c1	7	.
CCc1nc2ccccc2n1Cc1cc(=O)n2cc(C)ccc2n1	31	.
COc1cccc(OCC(=O)Nc2ccc(OC)c(OC)c2)c1	-12	.
COc1c(S(=O)(=O)N2CCN(c3ccc(F)cc3)CC2)ccc(Cl)c1Cl	-5	.
O=C(Nc1cccc(C(F)(F)F)c1)c1cccnc1N1CCN(CCO)CC1	-11	.
O=C(NC1=NCCS1)c1ccc(Cl)c(S(=O)(=O)N2CCCCC2)c1	-27	.
Cc1oc(-c2ccccc2)nc1Cn1cccc1C1=NC(c2ccccc2)CO1 (stereo unspecified)	11	.

Given with two lines to a compound: entries from further up.
Results follow in this order: PAX8 reporter, LGR2 inh
> Cc1cc2n(n1)SC(Nc1ccc(F)cc1)N2 (stereo unspecified)
 : -30, .
> CCCCCCn1c(N2CCN(c3ccccc3)CC2)nc2c1c(=O)n(C)c(=O)n2C
 : 19, .

Grouped by structure, the entries above containing a COOH group (two)
SMILES	PAX8 reporter	LGR2 inh
O=C(O)CS(=O)(=O)c1ccc(Oc2ccc(S(=O)(=O)CC(=O)O)cc2)cc1	0	.
O=C(O)c1cccc(N2C(=O)c3cccnc3C2=O)c1	16	.

(listing goes on)
SMILES	PAX8 reporter	LGR2 inh
CCc1nc2ccccc2c(C(=O)OCc2nnc(-c3ccccc3)o2)c1C	9	.
CC1(C)CC(=O)C=C(NCc2cccnc2)C1	13	.
CCOC(=O)C1=C(C)NC(C)=C(C(=O)OCC)C1c1cc(N)ccc1OC(F)F	-7	.
O=[N+]([O-])CC(=Nc1ccc(Cl)cc1)N/N=C\c1oc(O)c2ccccc12	-18	.
Cc1cc(S(=O)(=O)N2CCCC2C(=O)N2CCOCC2)c(C)cc1Cl (stereo unspecified)	-35	.
Cc1cccc(NC(=O)Cn2c(=O)oc3ccccc32)c1	15	.
COc1cccc(/C=N/Nc2nn3cnnc3c3ccccc23)c1	-35	.
O=C(Nc1nc2c(s1)CCc1ccccc1-2)c1ccco1	-119	.
CCCNC(=O)COC(=O)c1cc(SC)ccc1Cl	8	.
CCOC(=O)c1cccc(NC(=O)CN(c2ccc(C)cc2)S(=O)(=O)c2c(C)noc2C)c1	12	.
Cc1noc(C)c1C(=O)OCC(=O)/C=C1\N(C)c2ccccc2C1(C)C	6	.
Cc1ccc(-c2cc(C(=O)N/N=C/c3c(C)nn(C)c3C)c3ccccc3n2)c(C)c1	18	.
O=c1oc2ccccc2c(NC(c2ccccc2)c2ccccc2)c1[N+](=O)[O-]	21	.
Cc1ccc(C(c2sc3nc(C)nn3c2O)N2CC(C)OC(C)C2)cc1 (stereo unspecified)	-1	.
Cc1occc1-c1nnc(SCC(=O)c2ccccc2)n1CC1CCCO1 (stereo unspecified)	-8	.
CCN1C(=O)C(Cc2nc3ccccc3c(=O)n2-c2ccccc2)c2ccccc21 (stereo unspecified)	7	.
Cc1onc(-c2ccccc2Cl)c1C(=O)N1CCN(c2nc3ccccc3s2)CC1	24	.
CCCn1c(SCC(=O)NC2CCCCC2)nnc1-c1ccncc1	-1	.
O=C(NCCN1CCOCC1)c1ccccc1-c1ccccc1	8	.
Cc1ccc(C)c(-n2c(SCC(=O)Nc3nnc(C)s3)nnc2-c2ccoc2C)c1	3	.
CCC(=O)OC1CSc2nc3ccccc3n2C1 (stereo unspecified)	-6	.
O=c1/c(=C/c2ccco2)sc2nc(-c3ccccc3Br)nn12	9	.
Cc1ccc2[nH]c3c(N4CCN(Cc5ccc6c(c5)OCO6)CC4)ncnc3c2c1	21	.
CC(C)C(=O)Nc1ccc(Sc2ccc(F)cc2)cc1	6	.
CCn1c(SCC(=O)Nc2nc3ccccc3s2)nnc1-c1ccc(Br)cc1	1	.

Further entries:
SMILES	PAX8 reporter	LGR2 inh
CCOC(=O)N1CCN(C(=O)CCN2C(=O)COc3ccc(C)cc32)CC1	-16	.
CC12CCCCC1c1ccccc1C(=NCC(=O)O)N2 (stereo unspecified)	2	.
CCOc1ccccc1-n1c(SCC(=O)NC(C)CC)nnc1-c1ccoc1C (stereo unspecified)	7	.
Cc1cccc(NC(=O)CCC(=O)NCCO)c1	10	.
COC(=O)c1c(NC(=O)c2ccc(S(=O)(=O)N3CCOCC3)cc2)sc2c1CCN(C)C2	-2	.
C#CCNc1nc(C(C)C)nc2c1nnn2Cc1ccccc1F	10	.
COC(=O)c1ccccc1NC(=O)COC(=O)c1ccc(C)c(NC(=O)c2ccco2)c1	15	.
COc1ccc(NC(=O)C2CCN(C(=O)c3cccs3)CC2)cc1	4	.
Cc1ccc(NC(=O)c2ccc(OC(=O)c3cc4ccccc4o3)cc2)cc1	-161	.
O=C(c1cn(-c2ccccc2)nc1-c1ccccc1)n1nnc2ccccc21	8	.
FC(F)(F)c1cccc(OCCOCCn2cncn2)c1	-12	.
S=c1[nH]nc(-c2cccnc2)n1/N=C/c1cccs1	0	.
Cc1cc2c(n1-c1ccc(Br)cc1)CC(C)(C)CC2=O	1	.
COc1ccc(CCNC(=O)CSc2nnc(CNC(=O)c3ccco3)o2)cc1OC	7	.
S=C(Nc1ccccc1)Nc1cc(Cl)ccc1Oc1ccccc1	-34	.
O=C(O)c1ccc2c(c1)C(c1ccccc1)OC2=O (stereo unspecified)	1	.
CCCCn1c2c(c(=O)n(C)c1=O)C(c1ccc(OC)cc1)N1CCCCCC1=N2 (stereo unspecified)	4	.
COc1ccc(C(C(=O)NC2CCCC2)N(C(=O)c2ccco2)c2ccc(OC)c(OC)c2)cc1 (stereo unspecified)	18	.
CN(C)CCCNS(=O)(=O)c1ccc(N2CCC(c3ccc(Cl)cc3)=N2)cc1	53	.
Cc1ccc(-c2nnn(CC(=O)NCCC3=CCCCC3)n2)cc1	11	.
COc1ccc2[nH]c3c(N4CC(C)OC(C)C4)ncnc3c2c1 (stereo unspecified)	-17	.
CCOC(=O)CC(=O)CSc1nc2ccccc2c(=O)n1-c1ccc(C(=O)NCCOC)cc1	33	.
CCOC(=O)NC(=O)CSc1nc2ccc(OCC)cc2[nH]1	6	.
CC1=C(C(N)=O)C(c2sccc2C)n2nnnc2N1 (stereo unspecified)	2	.
Cc1ccc(NC(=O)c2cccc(OCc3c(C)noc3C)c2)cc1	-5	.

Other structures.
SMILES	PAX8 reporter	LGR2 inh
O=C(OCCN1C(=O)c2ccccc2C1=O)c1cc(S(=O)(=O)N2CCOCC2)ccc1F	-12	.
CC(C)n1c(SCC(=O)Nc2nc3c(s2)CCCC3)nc2c1c(=O)n(C)c(=O)n2C	7	.
Cc1cc(C)n2c(SCC(=O)Nc3ncc(C(F)(F)F)cc3Cl)nnc2n1	7	.
CCc1nc2c(cnn2-c2ccc(Cl)cc2)c(=O)n1-c1ccc2c(c1)OCCO2	6	.
O=C(O)c1ccc2nc(C(F)(F)F)[nH]c2c1	10	.
N=c1c(S(=O)(=O)c2ccccc2)cc2c(=O)n3ccccc3nc2n1CC1CCCO1 (stereo unspecified)	6	.
CN(C)/C=C(/C#N)C(=O)c1cccc(Oc2ccc(C(C)(C)C)cc2)c1	-129	.
COCCn1c(SCC(=O)Nc2cccc(C(=O)OC)c2)nc2ccccc2c1=O	-14	.
CCOC(=O)c1oc2ccccc2c1N	-103	.
COc1cc(CNc2ccccc2Oc2cc(=O)n(C)c(=O)n2C)cc(OC)c1OC	-14	.
COC(=O)C1C2CCC(C2)C1C(=O)OCC(=O)c1ccc(C)cc1 (stereo unspecified)	-18	.
CCOC(=O)/C(C#N)=C/c1cc(C)n(-c2ccc(Br)cc2)c1C	-5	.
O=C(NCCCN1CCCC1=O)c1cncc(Br)c1	-9	.
O=C(NCCCn1ccnc1)c1cc(C(=O)C2CC2)c[nH]1	17	.
Clc1ccc(-c2csc3ncnc(NCCN4CCOCC4)c23)cc1	2	.
Cc1ccc(CNC(=O)CS(=O)CC(=O)O)cc1 (stereo unspecified)	-18	.
COC(=O)c1ccc(C2/C(=C(/O)c3ccc(OC)cc3)C(=O)C(=O)N2c2cc(C)on2)cc1 (stereo unspecified)	-28	.
Cc1ccc(S(=O)(=O)N2CCN(C(=O)CN3C(=O)NC4(CCOc5ccccc54)C3=O)CC2)cc1 (stereo unspecified)	7	.
CC1CN(C(=O)COc2ncnc3ccccc23)CC(C)O1 (stereo unspecified)	-4	.
CCOC(=O)C1CCCN(C(=O)Cc2ccc(C)cc2)C1 (stereo unspecified)	-11	.
CC(NC(=O)c1ccccc1)c1nc2ccccc2n1Cc1ccccc1F (stereo unspecified)	35	.
CCCN(CCC)CCCNC(=O)c1ccc2c(c1)N(CC)C(=O)c1ccccc1S2=O (stereo unspecified)	4	.
COc1ccc(C(C(=O)NC2CCCCC2)N2CCC3(CC2)OCCO3)cc1 (stereo unspecified)	7	.
CC1(C)CC(=O)C(C=Nc2ccc(Cl)cn2)=C(O)C1	-5	.
Cc1ccc(N(CC(=O)Nc2ccccc2C(=O)N2CCOCC2)S(C)(=O)=O)cc1	2	.
COc1ccc(CN(C)CC(=O)Nc2ccc(Cl)cc2C(F)(F)F)c(OC)c1	.	-12
COc1ccc(CC(=O)NCc2ccc3c(c2)OCO3)cc1	.	-10
CCOC(=O)Cn1c(-c2ccc(Cl)nc2)nc2ccccc21	.	-6
Cc1ccc(-c2nc(NCc3cccnc3)c3ccccc3n2)cc1	.	4
